From PubChem
GRK2 inh: human GRK2 inhibition via aptamer displacement | bead flow cytometry, FAM-aptamer displacement from GRK2 | inhibition of aptamer binding, % at 10 µM | 330,000 compounds, 0.59% hits | AID 488847;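 active means inhibition of aptamer binding above 40%, roughly 3 SD of noise, on plates passing a quality check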;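 further: median bead fluorescence of bound FAM aptamer so fluorescent compounds give negative values; no value below 0 was filed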
Target sequence (P25098 whole entry, looked up): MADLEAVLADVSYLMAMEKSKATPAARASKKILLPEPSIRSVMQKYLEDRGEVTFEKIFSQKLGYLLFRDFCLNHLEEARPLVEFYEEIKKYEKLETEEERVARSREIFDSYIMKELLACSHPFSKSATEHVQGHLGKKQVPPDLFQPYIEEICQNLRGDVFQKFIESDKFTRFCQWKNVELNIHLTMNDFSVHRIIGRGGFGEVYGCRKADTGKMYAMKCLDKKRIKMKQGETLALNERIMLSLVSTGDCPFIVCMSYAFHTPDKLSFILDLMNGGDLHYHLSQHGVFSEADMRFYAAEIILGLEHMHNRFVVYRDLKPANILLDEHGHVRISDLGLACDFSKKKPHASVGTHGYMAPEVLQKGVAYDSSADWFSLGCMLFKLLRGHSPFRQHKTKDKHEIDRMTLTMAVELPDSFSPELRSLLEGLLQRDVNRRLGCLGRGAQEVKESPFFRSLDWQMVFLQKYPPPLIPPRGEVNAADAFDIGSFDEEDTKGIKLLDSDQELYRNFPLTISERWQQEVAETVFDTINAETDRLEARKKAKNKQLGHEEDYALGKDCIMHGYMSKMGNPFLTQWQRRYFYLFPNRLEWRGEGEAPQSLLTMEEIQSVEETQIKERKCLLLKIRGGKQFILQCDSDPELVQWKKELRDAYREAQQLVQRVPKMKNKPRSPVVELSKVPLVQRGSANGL
LAP4-GFP MLPCN: modulators of TOR pathway LAP4-GFP in S. cerevisiae; GFP response vs DMSO, % at 10 µM; AID 2023; S. cerevisiae LAP4-GFP multiplex, flow cytometry GFP, 3 h; median GFP as percent of DMSO wells; 320,000 compounds, 0.34% hits;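 active means GFP response vs DMSO above a set limit, about the screen mean plus 3 SD, cut at about 150% in these data; inconclusive means under 70 cell events counted for the yeast strain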
AGP1-GFP MLPCN: yeast TOR pathway AGP1-GFP modulation; 320,000 compounds, 0.02% hits; S. cerevisiae AGP1-GFP multiplex flow cytometry, 3 h; GFP as percent of DMSO wells; GFP response vs DMSO, % at 10 µM;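 active means GFP response relative to DMSO above a set limit, near screen average plus 3 SD, cut at about 150% in these data; inconclusive means fewer than 70 cells counted for the yeast strain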;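 further: median GFP channel fluorescence of the gated AGP1 strain per well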
VLA-4 inh: inhibition in a human VLA-4 binding assay; P13612; VLA-4 expressing cells, ligand binding flow cytometry; inhibition, % (about 7 µM as worked out from the volumes in the protocol); 330,000 compounds, 0.2% hits; in the data active means inhibition above about 50%
CIT2-GFP yeast: yeast TOR pathway CIT2-GFP modulation. S. cerevisiae CIT2-GFP strain, flow cytometry, 3 h; 100 means same as DMSO wells. GFP response vs DMSO, % at 10 µM. 320,000 compounds, 0.065% hits. AID 2029;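 active means GFP response relative to DMSO above a set limit, near the screen mean plus 3 SD, cut at about 150% in these data; inconclusive means Fewer than 70 cells measured for a yeast strain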;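 further: ratio of well median GFP fluorescence to mean of DMSO wells on the plate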
RPL19A-GFP yeast: alters RPL19A-GFP fluorescence in TOR pathway yeast screen; 330,000 compounds, 0.3% hits; AID 2025; S. cerevisiae RPL19A-GFP strain, flow cytometry, 3 h; hits give low values; percent response vs DMSO, % at 10 µM;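 active means percent response vs DMSO below 50%; inconclusive means fewer than 70 events counted for the yeast strain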;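 further: median channel GFP fluorescence of the barcoded RPL19A-GFP strain; ratio of sample median GFP to plate DMSO average so 100% = DMSO; lower means less RPL19A-GFP as with rapamycin TOR inhibition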
MEP2-GFP yeast: modulators of TOR pathway MEP2-GFP in S. cerevisiae; 330,000 compounds, 0.51% hits; S. cerevisiae MEP2-GFP strain, flow cytometry GFP, 3 h; 100% = DMSO control level; GFP response vs DMSO, % at 10 µM;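 active means GFP response versus DMSO above a set limit, roughly screen mean plus 3 SD, cut at about 180% in these data; inconclusive means fewer than 70 cells counted for a yeast strain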;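 further: median GFP fluorescence of the barcode-gated MEP2-GFP cells per well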
CR mimetic SO: caloric restriction mimetics inhibiting age-related superoxide in yeast; S. cerevisiae aged cells, superoxide DHE fluorescence; hits give low values; superoxide response (% of plate mean), % at 10 µM; 330,000 compounds, 0.18% hits;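 active means superoxide response under a set limit, about three screen SD below normal, cut at about 65% in these data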;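 further: yeast aged for seven days with compound at 30 °C before DHE staining; 100% = average MFI of all compound-treated wells on the plate with controls excluded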
Active calls of the source: *; ? = inconclusive; [ ] = dose if it differs, or a comment.

SMILES	GRK2 inh	LAP4-GFP MLPCN	AGP1-GFP MLPCN	VLA-4 inh	CIT2-GFP yeast	RPL19A-GFP yeast	MEP2-GFP yeast	CR mimetic SO
O=C(CCSCCC(=O)NCc1ccccc1)NCc1ccccc1	87.0*	93.5	89.9	-11.7	97.7	93.2	96.7	90.5
COC(CNC(=O)c1ccc2c(c1)nc(C)n2-c1cccc(C)c1)OC	0.0	85.6	86.1	7.0	93.2	93.6	98.8	100.1
Cc1ccc(NC(=O)C2CCCN2S(=O)(=O)c2ccc(F)cc2)c(C)c1 (stereo not drawn)	1.0	89.2	88.5	-3.3	81.8	96.8	87.3	120.0
COc1cc(C(=O)NCCOc2ccccc2C)cc(OC)c1OC	3.0	97.6	100.5	-4.2	97.7	97.5	106.1	86.8
COc1ccc(CN(Cc2cccnc2)S(=O)(=O)c2ccc(-n3cnnn3)c(OC)c2)cc1	0.0	98.3	100.7	-2.1	100.3	102.8	100.3	92.2
CC(C)Oc1c(N2CCOCC2)c(=O)c1=O	0.0	100.0	101.1	9.0	86.8	91.4	92.0	114.9
COc1cccc(OC)c1C(=O)Nc1cccc(S(=O)(=O)Nc2ccccc2Cl)c1	4.0	93.8	98.8	33.5	86.5	99.2	98.3	101.3
O=[N+]([O-])c1cc(-c2cnc3ccccc3n2)ccc1Oc1ccc(Br)cc1	1.0	93.3	100.4	-24.5	98.6	100.0	95.4	98.9
Cc1cccc(C(=O)NNC(=O)c2c(O)c3ccccc3n(C)c2=O)c1	0.0	79.3	76.3	9.4	54.2	99.0	69.0	93.1
Cc1cc2c(nc1C)CCCN2C[C@@H](C)O/N=C1/[C@H]2CCn3c(=O)n(-c4ccccc4)c(=O)n3[C@H]2[C@H](O)[C@@H]2O[C@H]12	1.0	109.3	88.3	9.6	75.3	100.1	88.8	104.3
CC1CCCC(C)N1C(=O)COC(=O)CCC(=O)c1ccc(F)cc1 (stereo not drawn)	2.0	103.3	100.1	-3.2	102.0	101.9	104.6	103.9
O=C(NC1(O)C(=O)c2ccccc2C1=O)c1ccc(C(F)(F)F)cc1	0.0	117.8	120.3	-4.2	108.5	95.2	101.3	93.6
C#CCNC(=O)C1=C[C@H](c2ccc(C#C)cc2)C[C@H](OCc2ccc(CO)cc2)O1	3.0	113.1	97.3	-3.2	91.7	104.8	97.3	97.8
Cc1cccc(OCC(=O)Nc2cc(Cl)ccc2-n2cncn2)c1C	1.0	112.0	93.7	-2.8	98.1	99.3	97.5	94.2
COc1ccc(/C=N/Nc2ccccn2)c(OC)c1OC	0.0	107.3	105.2	6.2	104.6	97.0	112.7	94.7
Cc1ccc(S(=O)(=O)N2CCC[C@H]2C(=O)OCC(=O)N2CCc3ccccc32)cc1	3.0	93.2	95.7	7.2	93.6	95.7	95.3	100.5
Cc1ccc(Nc2nc(=O)c3cccnc3s2)c(Br)c1	0.0	112.8	96.8	-3.8	81.7	95.0	92.6	110.8
COc1ccc(C(=O)N2CCN(c3cccc(Cl)c3)CC2)cc1S(=O)(=O)NC1CC1	1.0	110.7	107.1	-110.6	104.8	102.5	100.2	84.4
O=C(CN1CCN(Cc2ccccc2Cl)CC1)N/N=C/c1ccco1	0.0	115.7	113.7	10.9	105.6	103.9	112.3	108.4
CN(CC(=O)NCc1ccncc1)S(=O)(=O)c1ccc(Cl)cc1	0.0	97.4	106.0	15.2	103.5	109.7	108.8	135.7
CC(C)c1cc(-c2cc(C(=O)Nc3ccccc3)on2)nc(NCC2CC2)n1	2.0	103.9	91.5	-7.2	79.9	91.9	107.1	97.0
COc1ccc(NC(=O)CSc2nccn2-c2ccccc2)c(OC)c1	0.0	108.9	113.7	-10.2	79.2	67.4	108.2	90.0
Cc1ccc(CSc2nnc(-c3ccncc3)n2N)cc1	1.0	101.4	101.4	17.9	97.4	93.0	87.7	92.7
O=C(Nc1ccc(Oc2ccsc2C(=O)O)cc1)c1ccccc1	0.0	88.9	101.6	3.1	103.0	107.1	108.8	103.1
N#Cc1ccc(CSc2nnc(-c3cccnc3)n2-c2ccccc2)cc1	0.0	96.9	95.7	7.4	99.3	95.6	99.8	96.4

Compound profiles, as listed above.
`CC1CCCC(C)N1C(=O)COC(=O)CCC(=O)c1ccc(F)cc1` (stereo not drawn) as listed: GRK2 inh: 2.0; LAP4-GFP MLPCN: 103.3; AGP1-GFP MLPCN: 100.1; VLA-4 inh: -3.2; CIT2-GFP yeast: 102.0; RPL19A-GFP yeast: 101.9; MEP2-GFP yeast: 104.6; CR mimetic SO: 103.9
`COc1ccc(NC(=O)CSc2nccn2-c2ccccc2)c(OC)c1` as listed: GRK2 inh: 0.0; LAP4-GFP MLPCN: 108.9; AGP1-GFP MLPCN: 113.7; VLA-4 inh: -10.2; CIT2-GFP yeast: 79.2; RPL19A-GFP yeast: 67.4; MEP2-GFP yeast: 108.2; CR mimetic SO: 90.0

Following part.
SMILES	GRK2 inh	LAP4-GFP MLPCN	AGP1-GFP MLPCN	VLA-4 inh	CIT2-GFP yeast	RPL19A-GFP yeast	MEP2-GFP yeast	CR mimetic SO
S=C1NCN(C2CCCCC2)CN1Cc1ccccc1	0.0	108.0	99.5	-6.9	100.1	100.8	101.8	111.6
O=C(C1CCN(C2CC(=O)N(c3cccc(Cl)c3)C2=O)CC1)N1CCCCCC1 (stereo not drawn)	0.0	109.0	104.6	2.0	101.3	100.1	105.0	95.5
COc1cc(-c2noc(C)c2C(=O)NCCc2ccccc2)cc(OC)c1OC	0.0	96.6	96.3	15.2	89.9	94.8	99.2	110.9
O=C1CCCCCCCCCC/C(=N\O)CCCO1	1.0	112.1	105.1	8.0	94.6	96.8	100.8	113.5
C=CCNS(=O)(=O)c1ccc(OC)c(C)c1	3.0	96.1	95.3	2.2	100.1	96.3	98.7	91.5
O=C(NC1CC1)c1ccc2c(c1)N(Cc1ccccc1)CCS2	0.0	103.6	112.0	4.8	104.3	105.1	111.9	104.4
CCOC(=O)c1csc(NNC=O)n1	0.0	101.0	105.4	9.2	105.8	108.6	103.6	104.1
CCOc1ccc(C(=S)N2CCCC2)cc1	5.0	96.9	100.2	16.2	97.4	99.5	100.7	95.0
Cc1ccc(N(CC#N)C(=O)CS(=O)(=O)c2cccc([N+](=O)[O-])c2)cc1	0.0	116.5	102.8	7.3	98.3	104.9	101.6	109.6
COC(=O)Cn1c(=NC(=O)c2ccc(OC)cc2)sc2cc(OC)ccc21	0.0	123.4	106.2	0.2	98.2	90.5	112.3	99.2
O=C1c2ccccc2C(Nc2ccc(Cl)cn2)N1c1ccccn1 (stereo not drawn)	0.0	96.5	93.1	-6.9	90.2	100.6	90.2	108.1
CCc1nnc(NC(=O)/C=C/c2ccc(C)o2)s1	1.0	99.1	89.5	-6.0	98.5	99.7	97.2	100.4
O=C(CCn1c(=O)c2ccccc2n(Cc2ccccc2)c1=O)NC1CCN(Cc2ccccc2)CC1	0.0	112.0	107.3	-9.2	102.1	100.8	105.8	93.9
Cc1cc(OC(C)C(=O)NCC2CCC(C(=O)O)CC2)c2c(C)c(Cc3ccccc3)c(=O)oc2c1 (stereo not drawn)	4.0	97.6	102.4	1.4	96.2	99.0	103.0	104.8
CNC(=O)CN(CCc1ccccc1)S(=O)(=O)c1ccc(OC)cc1	3.0	103.2	104.7	8.7	105.9	105.5	106.8	107.6
CC(C)C(NC(=O)C1CCCCC1)C(=O)Nc1ccccn1 (stereo not drawn)	0.0	91.0	102.2	-1.6	96.3	98.3	106.7	93.0
Cc1cc(OCC(=O)O/N=C(\N)Cc2cccs2)ccc1Br	3.0	111.9	85.9	-7.2	95.0	96.2	104.3	98.5
COc1ccc(N2CCN(C(=O)Cc3ccc(OC)c(OC)c3)CC2)cc1	0.0	99.8	98.7	-8.2	98.4	101.8	102.1	108.7
Cc1ccc(C(=O)Nc2ccc(Nc3ccccc3)cc2)c(Cl)c1	1.0	96.0	96.0	21.2	104.5	102.3	93.2	95.2
CCN(CC)CCOC(=O)c1c(C)oc2ccc(OC)cc12	0.0	103.6	103.9	-13.2	106.3	102.6	102.8	94.0
O=C(COc1cccc(Br)c1)Nc1ccc(N2CCOCC2)cc1N1CCOCC1	0.0	101.3	99.5	2.2	99.2	98.2	99.9	95.2
Cc1c(NC(=O)CN2C(=O)NC3(CCCCC3C)C2=O)cccc1[N+](=O)[O-] (stereo not drawn)	3.0	98.7	104.0	4.4	103.0	98.5	94.1	91.8
CC(NC(=O)c1cccc(OC2CCN(C3CCN(C)CC3)CC2)c1)c1ccccc1 (stereo not drawn)	0.0	87.2	91.0	8.3	96.6	95.7	99.1	102.0
COc1ccccc1N1CCN(C(=O)COc2cc(C)ccc2C)CC1	0.0	100.0	100.0	14.7	97.1	103.0	106.3	104.6
Cc1ccc(NC(=O)COC(=O)CNC(=O)c2ccc(Cl)cc2Cl)cc1S(=O)(=O)N1CCOCC1	2.0	103.7	105.6	3.0	103.3	96.5	101.0	84.0
(further entries)
SMILES	GRK2 inh	LAP4-GFP MLPCN	AGP1-GFP MLPCN	VLA-4 inh	CIT2-GFP yeast	RPL19A-GFP yeast	MEP2-GFP yeast	CR mimetic SO
C=C(C)CSc1nc(N)c2c3c(sc2n1)CCC3	4.0	102.7	85.6	15.0	80.7	89.7	92.2	88.2
CS(=O)(=O)N(CC(=O)N1CCCCC1)Cc1ccccc1	0.0	98.3	102.4	-5.7	102.2	100.5	100.7	95.1
O=C(CN(C1CCCCC1)S(=O)(=O)c1ccc(Cl)cc1)NCc1ccncc1	1.0	90.7	99.3	9.8	95.7	95.9	92.0	104.4
O=C(Nc1ccccn1)c1ccc(C(=O)c2ccccc2)cc1	0.0	115.6	95.3	8.0	89.1	96.9	101.9	94.8
CCOC(=O)c1c(S(=O)(=O)Nc2ccc(C)cn2)c(C)n(C)c1C	2.0	88.4	97.2	4.6	97.0	96.9	98.2	75.3
COc1ccc([C@@]2(O)c3c(ccc(CC=C(C)C)c3O)NC(=O)[C@@H]2OC)cc1	0.0	103.8	100.8	0.0	95.0	96.0	108.8	108.7
Cc1cccc(NC(=S)NCc2ccc(F)cc2)c1C	3.0	113.4	98.8	-7.2	107.2	99.3	116.5	99.4
CCOC(=O)C1(CC2CCCCO2)CCN(S(=O)(=O)c2ccc(C)s2)CC1 (stereo not drawn)	4.0	80.3	87.0	-9.9	79.4	96.1	88.2	100.0
Cn1c2c(c(O)c(-c3ccccc3)c1=O)C(=O)CC(C)(C)C2	5.0	87.3	45.3	-3.1	97.5	100.0	103.5	105.5
O=C(CCc1nc2ccccc2s1)OCc1ccccc1F	6.0	94.6	101.9	15.3	101.2	100.7	100.4	92.8
O=C(/C=C/c1cccc(Cl)c1)Nn1c(-c2cccs2)nc2ccccc2c1=O	1.0	97.8	106.8	14.3	112.5	110.5	113.5	77.4
CCN(CC)CCNC(=O)C1(O)c2cc(Br)ccc2NC(=O)N1c1ccccc1 (stereo not drawn)	0.0	107.2	104.6	1.7	108.6	103.0	106.6	75.2
O=C(NC1CCCC1)c1ccc(COCC(F)(F)C(F)F)o1	0.0	98.8	98.3	1.7	97.9	95.8	101.5	88.8
COc1cc(/C=C(/Sc2nnc(-c3ccc(F)cc3)o2)C(=O)O)ccc1OC(F)F	1.0	106.4	103.3	-4.1	94.2	99.0	99.8	99.6
Cc1cc(Nc2ccccc2)n(CCO)n1	0.0	105.5	105.0	14.9	101.5	101.4	97.4	90.0
O=C(c1ccc(F)cc1)n1c(=S)nc2ccccn21	3.0	100.8[may fluoresce violet]	39.8[may fluoresce violet]	5.9	?	80.9[may fluoresce violet]	102.3[may fluoresce violet]	98.9
COc1ccccc1S(=O)(=O)Cc1ccc(C(=O)NCCN(C)C)o1	0.0	96.8	102.6	-27.7	99.8	100.2	97.0	103.2
C/C(CC(=O)Nc1ccc(Cl)cc1Cl)=N\NC(=O)c1cnccn1	1.0	108.0	106.2	-5.7	99.5	96.8	103.1	112.5
